Screens deposited in PubChem BioAssay by National Center for Advancing Translational Sciences (NCATS).
Tb PFK inh = inhibitors of T. brucei phosphofructokinase; T. brucei PFK, ADP-Glo luminescence; Potency, µM (top dose mostly 57.5 µM), for the others: at the highest dose activity, negative = inhibition, actives largely listed as inhibitors; 330,000 tested, 0.17% active;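 further: potency means the concentration at half of the fitted maximal effect; 0% = uninhibited 1x PFK enzyme wells and -100% = no-enzyme wells; nearly all actives have a fitted effect of over 60% in size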
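In TEA buffer at pH 8.0 with 5 mM MgCl2, enzyme (1.25 nM) converted F6P (0.5 mM) and ATP (0.1 mM) for 45 min at room temperature. ADP product was read by luciferase luminescence.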
Chronic BCR inh = blocks chronic active B-cell receptor signaling. ABC-DLBCL IkBa-CBG/CBR reporter, luminescence ratio, 4 h. Potency, µM (doses to about 46.1 µM), without a hit: at the top dose ratio change, negative = lower green/red ratio, actives largely listed as inhibitors. 340,000 tested, 0.05% active. AID 493014; active means well fitted inhibition curve with a large enough effect in the signal ratio, with a control signal flat, not every such curve was filed as active; inconclusive means small, poorly fitted or top-dose-only effect, or effect the other way, or a change in a side signal; the % refers to the signal ratio;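 further: potency means the concentration at half of the fitted maximal effect; plate controls were basal doxycycline-induced cells for no effect and cells given 10 µM MG132 for full effect; MG132 reads +100%, hits lower the ratio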
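Cell line TMD8 (human ABC DLBCL), stably expressing tet-inducible CBG68-IkBa fusion and CBR; IMDM/0.5% FBS; cpd up to 46 uM; dox induction, 4 h, 37C/5% CO2; dual luminescence; green/red ratio; MG132 control.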
a7 integrin act = integrin-mediated muscular dystrophy alleviation activation | alpha7betagal myoblasts, beta-gal FDG fluorescence, 48 h | Potency, µM (titrated, usually from 38.3 µM), for the others: at the top dose activation, actives largely listed as activators | 350,000 tested, 0.064% active | AID 624291;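 further: potency means the concentration at half of the fitted maximal effect; 100% = response of the positive control SU9516; nearly all actives have a fitted effect of over 60% in size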
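Alpha7betagal+/- myoblasts (passage 13) were plated 16-24 hr, then exposed to compounds (1:260 dilution of DMSO stock) for 48 hours at 37C. After MPER lysis, β-galactosidase reporter activity was read as FDG fluorescence (ex 480/em 540) after 30 minutes.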
Menin MLL FP TR = inhibitors of human menin-MLL interaction, mutant MLL peptide | O00255 | Menin + Texas Red MLL mutant peptide, fluorescence polarization | 270,000 tested, 0.23% active | Potency, µM (titrated, usually from 61.6 µM), for inactives: at the highest dose FP activity change, negative = inhibition, hits mostly inhibitors; active means well fitted inhibition curve with a large enough effect in the polarisation, with a control signal flat, not every such curve was filed as active; inconclusive means small, poorly fitted or top-dose-only effect, or effect the other way, or a change in a side signal; inactive means no such curve, though single readings can be large or run the other way; the % refers to the polarisation; further: potency means the concentration at half of the fitted maximal effect; % of control where 0% means no effect; many of its hits are not listed in these tables
B2AR arrestin = agonists driving beta-arrestin recruitment to human beta2-adrenergic receptor. 330,000 tested, 0.02% active. P07550. AID 492947. Potency, µM (doses to about 46.1 µM), for the others: at the top dose activation, usual class: activators. beta-arrestin recruitment to beta2AR, cell-based reporter;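 further: potency means the concentration at half of the fitted maximal effect; 0% = DMSO controls and full agonism = EC100 isoproterenol or metaproterenol; nearly all actives have a fitted effect of over 65% in size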
PTAP TSG101 blk = blocks PTAP/TSG101 interaction to inhibit HIV-1 budding; Q99816; Fluorescence polarization, FITC-PTAP peptide / Tsg101 binding; Potency, µM (titrated, usually from 115 µM), without a hit: top-dose activity change, negative = inhibition, actives largely listed as inhibitors; 340,000 tested, under 10 active; AID 493005; active means well fitted inhibition curve with a large enough effect in the main read-out, with a control signal flat, not every such curve was filed as active; inconclusive means small, poorly fitted or top-dose-only effect, or effect the other way, or a change in a side signal; inactive means no such curve, though single readings can be large or run the other way; further: potency means the concentration at half of the fitted maximal effect; % of control where 0% means no effect
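Steps: Tsg101 binding domain dispensed (10 uM final), compounds pinned in DMSO, FITC-labeled PTAP-motif peptide added (50 nM final); after 20 min binding at room temperature, polarization measured.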
Giardia killer = Giardia lamblia killing; 340,000 tested, 0.15% active; Giardia lamblia trophozoite viability; activity change, % at 7.66 µM, hits read low; in the data active means activity change below about -80%; inconclusive means between about -30% and that limit;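 further: parasites exposed to compound for two days anaerobically before the ATP read; on the % scale 0 is the no-effect control and ±100 the full control effect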
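Media and compound were dispensed first, then trophozoites at 100 cells/well; plates sat 48 hrs at 37 deg C without oxygen before ATP luminescence reagent was added and read after 15-30 min at room temperature.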
S-ASM inh = blocks human secretory acid sphingomyelinase | placental ASM, HMU-PC fluorogenic substrate, 60 min | Potency, µM (series often up to 57.5 µM), without a hit: top-dose activity change, negative = inhibition, hits mostly inhibitors | 340,000 tested, 0.006% active | AID 504937; further: potency means the concentration at half of the fitted maximal effect
Target sequence (P17405 47-631 limits assumed): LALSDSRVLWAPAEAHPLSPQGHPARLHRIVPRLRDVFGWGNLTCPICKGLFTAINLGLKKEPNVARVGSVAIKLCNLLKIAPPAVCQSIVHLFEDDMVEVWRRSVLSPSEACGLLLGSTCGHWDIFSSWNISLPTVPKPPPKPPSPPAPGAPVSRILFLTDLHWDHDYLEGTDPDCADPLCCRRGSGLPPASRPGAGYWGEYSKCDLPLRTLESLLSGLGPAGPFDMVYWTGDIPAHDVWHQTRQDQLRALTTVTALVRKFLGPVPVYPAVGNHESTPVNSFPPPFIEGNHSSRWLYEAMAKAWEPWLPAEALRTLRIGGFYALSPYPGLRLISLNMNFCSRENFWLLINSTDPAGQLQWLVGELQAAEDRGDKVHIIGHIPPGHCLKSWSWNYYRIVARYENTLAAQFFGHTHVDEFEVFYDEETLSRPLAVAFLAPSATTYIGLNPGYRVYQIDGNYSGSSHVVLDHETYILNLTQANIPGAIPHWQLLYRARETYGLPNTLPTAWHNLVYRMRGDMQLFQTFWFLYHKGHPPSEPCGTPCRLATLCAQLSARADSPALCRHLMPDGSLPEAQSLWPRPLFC
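Steps: dispense placental human ASM, pin compound, wait 10 min at room temperature, add HMU-PC0 substrate at 9 uM final, incubate 60 min at 37 °C, add stop solution raising pH to 10, read fluorescence.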
GALK inh = galactokinase (human) inhibition; AID 1868; 270,000 tested, 0.007% active; P51570; Potency, µM (doses to about 57.5 µM), inactives show at the top dose activity change, negative = inhibition, actives largely listed as inhibitors; Purified GALK, Kinase-Glo residual ATP luminescence; further: potency means the concentration at half of the fitted maximal effect; on the % scale 0 is the no-effect control and ±100 the full control effect
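5 nM enzyme, 35 uM ATP, 100 uM galactose, 20 mM HEPES pH8.0, 5 mM MgCl2; 1 h RT; residual ATP by Kinase-Glo Plus luminescence, qHTS format.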
PKM2 act = activators of human pyruvate kinase M2; Potency, µM (doses to about 57.5 µM), for the others: at the highest dose activation, usual class: activators; P14618; 260,000 tested, 0.34% active; purified PKM2, Kinase-Glo ATP luminescence, activation; response scale: 0% is enzyme alone, no compound; AID 1631; further: potency means the concentration at half of the fitted maximal effect; on the % scale 0 is the no-effect control and ±100 the full control effect; nearly all actives have a fitted effect of over 55% in size
Target sequence (P14618 whole entry, looked up): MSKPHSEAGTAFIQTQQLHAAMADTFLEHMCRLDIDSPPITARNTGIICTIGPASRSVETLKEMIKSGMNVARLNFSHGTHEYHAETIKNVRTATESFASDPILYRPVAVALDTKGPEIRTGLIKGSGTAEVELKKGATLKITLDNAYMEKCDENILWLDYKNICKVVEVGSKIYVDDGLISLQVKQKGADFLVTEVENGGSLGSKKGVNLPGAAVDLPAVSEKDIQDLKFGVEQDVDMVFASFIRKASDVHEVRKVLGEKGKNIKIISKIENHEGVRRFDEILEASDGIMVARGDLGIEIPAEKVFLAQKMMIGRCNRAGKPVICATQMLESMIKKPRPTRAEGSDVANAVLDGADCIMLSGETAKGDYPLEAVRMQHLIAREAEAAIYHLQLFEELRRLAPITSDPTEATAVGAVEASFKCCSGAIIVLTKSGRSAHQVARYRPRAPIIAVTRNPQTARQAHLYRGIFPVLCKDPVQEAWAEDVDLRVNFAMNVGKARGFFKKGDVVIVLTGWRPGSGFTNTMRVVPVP
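ATP formation by purified human PK-M2, quantified via coupled luciferase luminescence after 1 h at room temperature with 0.1 mM ADP and 0.5 mM PEP final.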
Coupling enz = coupling enzyme interference in Giardia aldolase counter-screen. coupling enzyme system counterscreen, AmpLite Red fluorescence. activity change, negative = inhibition, % at 58.2 µM, hits read low. 290,000 tested, 0.67% active. AID 2472; in the data active means activity change below about -30%; further: on the % scale 0 is the no-effect control and ±100 the full control effect
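Activity here indicates interference with the coupling reaction, not aldolase inhibition. Compounds at 57.5 uM final met coupling enzymes for 10 min at RT; substrate and AmpLite Red detection followed, with a 525/598 nm fluorescence read after 20 min.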
* hit, by the source's call; ? = inconclusive; · = not tested or not shown; [ ] = another dose, or the depositor's remark. Unless noted, the call rests on the fitted dose curve; in most records, active means well fitted curve in the direction sought with a large enough effect; inconclusive means small, poorly fitted or top-dose-only effect, or another doubt; inactive means no such curve, though single readings can be large; an effect the other way counts as inactive or inconclusive. An excerpt; count on the stated rates, not on these rows.

Screens in order – PTAP TSG101 blk	Tb PFK inh	Giardia killer	Menin MLL FP TR	S-ASM inh	GALK inh	a7 integrin act	Chronic BCR inh	PKM2 act	B2AR arrestin	Coupling enz
(1) O=[N+]([O-])c1ccccc1OCCOc1ccccc1[N+](=O)[O-]
    0%	-5%	-18	·	6%	-1%	36%	-7%	-5%	-1.4%	3
(2) NC(N)=NC(=S)Nc1ccc(Cl)cc1
    -8%	2%	-17	2%	1%	1%	-57%[inhibitor]	1%	11%	-0.5%	4
(3) COc1ccc(CCNC(=O)Cc2ccc(C)cc2)cc1OC
    -1%	-30%	?	-5%	-1%	0%	9%	2%	-4%	6.1%	7
(4) O=C1CCCN1C(=O)CSc1nnnn1-c1ccccc1
    2%	0%	9	·	3%	·	?	0%	·	-0.2%	·
(5) O=C(NCC1CCCO1)Nc1ccc2c(c1)OCO2 (stereo not given)
    -1%	-2%	3	19%	3%	0%	0%	-8%	-2%	-0.6%	-2
(6) CCOc1ccccc1C(=O)OCC(=O)NCCNC(=O)COC(=O)c1ccccc1OCC
    -2%	-2%	8	·	-1%	5%	-2%	?	5%	0.3%	·
(7) CC1=NC(C)(C)Cc2ccccc21
    -7%	2%	4	-25%	2%	-2%	-11%	-4%	5%	-0.1%	1
(8) Cc1onc(-c2ccccc2)c1C(=O)Nc1nc(-c2cc(F)ccc2F)cs1
    -2%	1%	16	-2%	0%	2%	9%[7.66 µM]	1%	9%	-0.2%	3
(9) O=C(Nc1ncc2c(n1)CC(c1ccc(Cl)cc1)CC2=O)c1ccco1 (stereo not given)
    1%	-2%	-8	4%	-4%	8%	4%	0%	1%	-0.3%	0
(10) CC(C)(C)c1nnc(NC(=O)CS(=O)(=O)Cc2ccccc2)s1
    -1%	3%	-2	10%	5%	0%	-11%	2%	-28%	-0.3%	2
(11) O=C(NC1CCCCC1)[C@H](CSCc1ccccc1)N1Cc2ccccc2C1=O
    -3%	4%	-14	-3%	-2%	·	-5%	-5%	-18%	0.2%	-6
(12) CC(C)OC(=O)CN1CCN(C2c3ccccc3-c3ccccc32)CC1
    -1%	0%	3	-3%	-1%	5%	-1%	?	3%	-0.8%	4
(13) CC1CCCN(c2nc3ccccc3nc2C(C#N)S(=O)(=O)c2ccccc2)C1 (stereo not given)
    ?	0%	-17	?	56%[activator]	3%	?	5%	-1%	-1.0%	-9
(14) CC(NC(=O)Cn1cccc1C(=O)c1ccccc1)c1ccc2c(c1)OCCO2 (stereo not given)
    -3%	3%	-4	-7%	5%	0%	-11%	?	1%	0.0%	2
(15) COC(=O)CCC(=O)NC(=S)Nc1cc(Cl)ccc1Cl
    0%	7%	5	19%	-1%	-3%	-7%	?	3%	-0.6%	1
(16) CN(C)C(=O)CCc1ccc2c3c([nH]c2c1)[C@]1(C)[C@@H](C(=O)N2CCOCC2)C[C@H](CC(=O)NC(C)(C)C)C(=O)N1CC3
    1%	0%	-8	·	2%	·	-9%	3%	·	-0.3%	·
(17) Cc1ccc2c(Cn3ccnc3)cc(=O)oc2c1C
    0%	-7%	?	-8%	1%	·	0%	-1%	·	-0.1%	-1
(18) CC(C)CN(CC(C)C)S(=O)(=O)N1CCC(C(=O)NCc2cccs2)CC1
    -9%	0%	2	-17%	-2%	-2%	-5%	-1%	0%	-0.2%	·
(19) O=C(Cc1ccccc1)Nc1ccc(NC(=O)c2cccs2)cc1
    2%	-8%	-14	?	-3%	9%	-10%	1%	·	-0.9%	0
(20) Cc1nnsc1-c1onc(C)c1C(=O)O/N=C/c1ccc(Cl)cc1
    -2%	-4%	27	·	1%	0%	-17%	0%	0%	0.4%	1
(21) O=C(Oc1ccc(C(=S)N2CCCCC2)cc1)c1ccccc1F
    -5%	-2%	20	28%	5%	0%	2%	-2%	-10%	-0.4%	-6
(22) Cc1c(C(=O)Nc2ccccc2)sc2nc3n(c(=O)c12)CCCCC3
    -9%	2%	27	14%	-12%	5%	?	?	1%	-0.1%	1
(23) Cc1cc(C)c2oc(C(=O)NC3CCS(=O)(=O)C3)cc(=O)c2c1 (stereo not given)
    0%	4%	11	·	6%	-5%	0%	0%	·	0.0%	·
(24) CCn1cc(C(=O)NCCc2ccc(C)cc2)c(=O)c2cc(S(=O)(=O)N(C)C)ccc21
    -7%	-1%	-3	16%	-6%	3%	-2%	0%	·	-0.9%	-2
(25) Cn1cccc1Cc1nnc(SCC(=O)N2CCCc3ccccc32)n1-c1ccc(F)cc1
    -1%	0%	-27	-13%	0%	-4%	-5%	13%	5%	-0.4%	0
(26) CCCCOc1ccc(N=Nc2ccc(N)nc2N)cn1
    1%	-4%	-12	?	?	4%	11%	?	-1%	-0.6%	-7
(27) CCc1ccc(S(=O)(=O)N2CCN(C(=O)C3CCN(C(C)=O)CC3)CC2)cc1
    -1%	0%	-11	·	1%	-4%	-4%	-1%	-4%	-0.7%	·
(28) COc1cc(C(c2c(C)[nH][nH]c2=O)c2c(C)[nH][nH]c2=O)ccc1OC(=O)c1cccc([N+](=O)[O-])c1
    -6%	0%	-4	?	1%	-1%	10%	4%	26%	-0.2%	-16
(29) O=C(NCCCNC(=O)c1ccco1)c1ccc(F)cc1
    -1%	1%	13	9%	3%	-1%	-5%	0%	4%	-0.6%	0
(30) Cn1c(SCC(=O)c2ccccc2)nnc1-c1cccs1
    0%	0%	-10	·	3%	0%	26%	-10%	3%	0.0%	0
(31) O=C(OCCOc1cccc(Cl)c1)c1ccc2ncsc2c1
    2%	-1%	23	26%	-6%	-3%	4%	?	16µM*	-0.3%	2
(32) CCOc1cc(Br)c(CN2C(=O)NC3(CCCCCC3)C2=O)cc1OCC
    -4%	0%	-5	-12%	-1%	-2%	0%	14%	-4%	0.3%	0
(33) N#CCSc1ccc2nc(-c3ccccc3)cn2n1
    -5%	2%	8	5%	·	6%	-15%	-2%	-2%	-1.1%	1
(34) O=C(CSc1ncn(-c2ccccc2)n1)Nc1nncs1
    -2%	1%	-9	5%	-1%	10%	-22%	5%	7%	-0.1%	3
(35) c1ccc(Nc2nc3ccccc3n3nnnc23)cc1
    -8%	-7%	-16	?	-1%	0%	-29%	?	5%	-0.6%	1
(36) CCN(CC(=O)Nc1ccc(NC(C)=O)cc1)C(=O)c1cc2c(s1)CCCCC2
    0%	-6%	20	·	-5%	·	0%	3%	·	-0.1%	·
(37) C=C1C[C@@]23CCC4[C@@](C)(CCC[C@@]4(C)C(=O)O)C2CC[C@]1(O)C3 (stereo not given in full)
    1%	-2%	-9	·	2%	·	18%	8%	·	0.1%	·
(38) S=C(Nc1nc2c(s1)CCCC2)NC1CC1
    0%	-6%	18	4%	-2%	1%	2%	?	1%	?	0
(39) O=C(Nc1ccc(-c2noc(CCc3ccccc3)n2)cc1)c1ccco1
    0%	-2%	-16	?	-20%	1%	-1%	?	-9%	0.0%	-2
(40) CCN(CC)CCNC(=O)c1ccc(NC(=O)COc2ccccc2F)cc1
    34%[activator]	-20%	6	9%	-3%	-1%	?	6%	-1%	0.0%	2
(41) CC(C)CC(=O)NC(=S)N(Cc1ccccc1)Cc1ccccc1
    0%	-13%	2	-5%	-4%	1%	-13%	-8%	3%	-0.8%	0
(42) COC(=O)c1ccc(Cl)c(NC(=O)NC2CCCCC2)c1
    1%	1%	-8	-1%	-1%	-1%	3%	0%	4%	0.3%	0

A second format for 5 compounds above.
nr	Structure	PTAP TSG101 blk	Tb PFK inh	Giardia killer	Menin MLL FP TR	S-ASM inh	GALK inh	a7 integrin act	Chronic BCR inh	PKM2 act	B2AR arrestin	Coupling enz
31	O=C(OCCOc1cccc(Cl)c1)c1ccc2ncsc2c1	2%	-1%	23	26%	-6%	-3%	4%	?	16µM*	-0.3%	2
32	CCOc1cc(Br)c(CN2C(=O)NC3(CCCCCC3)C2=O)cc1OCC	-4%	0%	-5	-12%	-1%	-2%	0%	14%	-4%	0.3%	0
33	N#CCSc1ccc2nc(-c3ccccc3)cn2n1	-5%	2%	8	5%	·	6%	-15%	-2%	-2%	-1.1%	1
34	O=C(CSc1ncn(-c2ccccc2)n1)Nc1nncs1	-2%	1%	-9	5%	-1%	10%	-22%	5%	7%	-0.1%	3
35	c1ccc(Nc2nc3ccccc3n3nnnc23)cc1	-8%	-7%	-16	?	-1%	0%	-29%	?	5%	-0.6%	1
